RGS4-Gao reg: human RGS4-Galphao interaction regulation; AID 1415; Multiplexed bead flow cytometry, RGS4-Galphao binding; actives lie on both sides; 220,000 tested, 0.33% active; binding response (% of control), % at 10 µM; P09471; in the data active means binding response below about 49% or above about 150%; inactive means in between;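 further: fluorescent Galphao activated with aluminum fluoride binding bead-coupled RGS4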
Target sequence (P09471 whole entry, looked up): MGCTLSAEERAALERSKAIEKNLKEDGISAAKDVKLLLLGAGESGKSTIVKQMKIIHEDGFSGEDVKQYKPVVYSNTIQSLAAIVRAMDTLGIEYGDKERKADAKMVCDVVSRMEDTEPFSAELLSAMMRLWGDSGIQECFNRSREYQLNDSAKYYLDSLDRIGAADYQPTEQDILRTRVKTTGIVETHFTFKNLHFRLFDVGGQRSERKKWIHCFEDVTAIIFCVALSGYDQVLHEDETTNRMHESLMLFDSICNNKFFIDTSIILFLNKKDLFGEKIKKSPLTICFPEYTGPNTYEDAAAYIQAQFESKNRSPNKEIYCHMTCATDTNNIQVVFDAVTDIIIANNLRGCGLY
RGS7-Gao: regulators of human RGS7-Galphao interaction. P09471. Multiplexed bead flow cytometry, RGS7-Galphao binding; actives lie on both sides. binding response (% of control), % at 10 µM. 220,000 tested, 0.35% active; in the data active means binding response below about 49% or above about 150%; inconclusive means no clear call, values can overlap the other calls; inactive means in between;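 further: fluorescent Galphao held in activated GDP-AlF4 state binding bead-coupled RGS7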
RGS8-Gao reg: regulators of human RGS8-Galphao interaction. P09471. 220,000 tested, 0.34% active. multiplexed bead flow cytometry, RGS8-Galphao binding; actives lie on both sides. response (percent of control binding), % at 10 µM; in the data active means response below about 60% or above about 140%; inactive means in between;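 further: Galphao activated as the GDP aluminium fluoride complex binding bead-coupled RGS8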
Mcl1-Bid inh: Mcl-1/Bid interaction inhibition | 220,000 tested, 0.97% active | inhibition, % at 21.7 µM | Q07820 | AID 1021 | TR-FRET Mcl-1/Bid-Dy647 peptide binding, 1536-well;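 active means compounds that cut the binding signal by more than half at the single screening dose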;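 further: His-tagged Mcl-1 with europium anti-His antibody binding Bid BH3 peptide; 0% = Mcl-1 plus peptide wells and 100% = peptide-only wells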
Target sequence (Q07820 whole entry, looked up): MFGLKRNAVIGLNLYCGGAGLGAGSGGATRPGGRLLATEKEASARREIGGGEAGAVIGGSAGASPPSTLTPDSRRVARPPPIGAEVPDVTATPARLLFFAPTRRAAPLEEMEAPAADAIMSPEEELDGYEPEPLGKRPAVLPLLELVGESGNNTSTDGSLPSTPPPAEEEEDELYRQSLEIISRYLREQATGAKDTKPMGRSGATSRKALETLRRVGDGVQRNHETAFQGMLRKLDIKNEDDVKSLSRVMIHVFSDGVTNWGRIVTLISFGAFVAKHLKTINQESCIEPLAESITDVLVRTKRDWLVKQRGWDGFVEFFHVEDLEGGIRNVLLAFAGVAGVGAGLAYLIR
* = called active by the depositor; ? = inconclusive; . = no result given; & = joins results of further samples.

Preview (7 entries):
SMILES	RGS4-Gao reg	RGS7-Gao	RGS8-Gao reg	Mcl1-Bid inh
O=C(Nc1ccc(CN2CCS(=O)(=O)CC2)cc1)c1ccccc1	96	?	98	-19
CCN(CC)S(=O)(=O)c1ccc(OC)c(NC(=O)/C=C/c2ccco2)c1	91	?	94	-39
C/C(=N\Nc1ccc(S(N)(=O)=O)cc1[N+](=O)[O-])c1ccccc1O	99	?	100	9
CC1(c2nnc(Cc3ccccc3)o2)CC(c2cccc(Cl)c2)=NO1 (stereo not given)	99	?	103	7
Cn1c(=O)c(C=Nc2ccccc2)c(O)c2ccccc21	100	?	98	-4
CN(C)C(=O)c1coc2nc3ccccc3nc12	94	?	99	-25
Nc1ccccc1Sc1cc(Cl)nnc1Cl	98	?	100	-24

The listing, from the start:
SMILES	RGS4-Gao reg	RGS7-Gao	RGS8-Gao reg	Mcl1-Bid inh
O=C(Nc1ccc(CN2CCS(=O)(=O)CC2)cc1)c1ccccc1	96	?	98	-19
CCN(CC)S(=O)(=O)c1ccc(OC)c(NC(=O)/C=C/c2ccco2)c1	91	?	94	-39
C/C(=N\Nc1ccc(S(N)(=O)=O)cc1[N+](=O)[O-])c1ccccc1O	99	?	100	9
CC1(c2nnc(Cc3ccccc3)o2)CC(c2cccc(Cl)c2)=NO1 (stereo not given)	99	?	103	7
Cn1c(=O)c(C=Nc2ccccc2)c(O)c2ccccc21	100	?	98	-4
CN(C)C(=O)c1coc2nc3ccccc3nc12	94	?	99	-25
Nc1ccccc1Sc1cc(Cl)nnc1Cl	98	?	100	-24
COCC(=O)Nc1ccc2nc3n(c(=O)c2c1)CCCCC3	101	?	100	17
O=C(/C=C/c1cccs1)NC(=S)Nc1ccc(S(=O)(=O)Nc2ccccc2C(F)(F)F)cc1	94	?	95	-38
CN(C)c1ccc(CN(C(=O)c2ccc(Cl)c([N+](=O)[O-])c2)C2CCS(=O)(=O)C2)cc1 (stereo not given)	99	?	99	-101
COc1ccc(/C=N/NC(=O)c2ccc(Cl)c(S(N)(=O)=O)c2)cc1OCC(N)=O	99	?	104	-33
NS(=O)(=O)c1ccc(NC(=O)COC(=O)c2cc3ccccc3oc2=O)cc1	96	?	101	28
Cn1c(N)c(C(=O)CSc2nc3ccccc3c(=O)n2Cc2ccccc2)c(=O)n(C)c1=O	145	.	101	52*
O=C1CSC(c2ccccc2)N1c1cccnc1 (stereo not given)	107	?	101	0
O=C(CCc1nnc(CCc2c[nH]c3ccccc23)o1)NC1CCC1	107	?	104	-125
C/C(CC(=O)N1CCCC1)=N\NC(=O)c1cc2ccccc2cc1O	97	?	100	-39
Fc1cccc(NC(=S)NCc2ccccc2Cl)c1	99	?	99	-15
NC(=O)c1ccccc1OCC(=O)Nc1ccc(Cl)c(Cl)c1	103	?	102	11
Brc1ccc2ncnc(NCc3cccnc3)c2c1	98	?	101	-15
COc1ccc(CCC(=O)O)cc1OC	100	?	99	-27
COc1ccccc1Oc1c(C)oc2c(CN3CCOCC3)c(O)ccc2c1=O	105	?	102	-15
COc1ccc(C2/C=C\CN(C(=O)c3ccccc3)CC(=O)N2Cc2ccc(F)cc2)cc1 (stereo not given)	103	?	104	-19
CCOC(=O)/C(C#N)=C/Nc1cc(F)ccc1C	100	?	104	-13
Cc1ccc(NC(=O)Cc2ccc3c(c2)OCCO3)cc1S(=O)(=O)N1CCCCC1	98	?	102	-11
Cc1ccccc1Oc1nc(-c2ccccn2)nc2ccccc12	100	?	103	0
Cc1ccc(NC(=S)NC(C)(C)C)c([N+](=O)[O-])c1	95	?	98	-26
CCOC(=O)c1sc(=S)n(-c2ccccc2)c1NC(C)=O	97	?	99	-47
Cn1nccc1NC(=O)c1nccnc1C(=O)O	108	?	105	-2
CCCCNc1nc2sc3c(c2c(=O)n1-c1cccc(Cl)c1)CCN(C)C3	105	?	100	-5
O=[N+]([O-])c1ccc(Sc2cccc[n+]2[O-])c2nonc12	84	?	36*	-115
CN1N=C2c3ccccc3CCCC2C1c1ccc(F)cc1 (stereo not given)	98	?	100	-143
Cc1cccc(-c2nc(N)nc(N)n2)c1	100	?	101	-1
Cn1nnc(NC(=O)/C=C/c2ccco2)n1	104	?	98	-43
COc1ccccc1N(CC(=O)N/N=C/c1ccc(C(=O)O)cc1)S(=O)(=O)c1ccc(C)cc1	99	?	101	9
O=C(O)COc1ccc2c(c1)O/C(=C\c1cccs1)C2=O	104	?	105	-5
COc1cccc(-c2nnc(-c3ccccc3NC(=O)c3ccc(C(C)(C)C)cc3)o2)c1	102	?	101	-10
O=[N+]([O-])c1ccc(Oc2ccc(Oc3ccc(C(F)(F)F)cn3)cc2)nc1	101	?	102	0
C=CCn1c(SC)nnc1-c1ccc2ncccc2c1	104	?	104	-4
O=[N+]([O-])c1ccc(C[n+]2cc(-c3ccc(Cl)c(Cl)c3)n3c2CCCCC3)cc1	52	?	85	2
Cc1cc(=O)oc(C)c1C(=O)Nc1ccc(N(C)C)cc1	105	?	100	-67
S=C(NCCc1ccccc1)Nc1c(Cl)cccc1Cl	102	?	100	-45
COC(=O)[C@H](CC(C)C)NC(=O)Nc1ccc(F)cc1	103	?	104	-19
CC1=NNC(=O)C1Oc1ccccc1 (stereo not given)	101	?	101	-127
COc1ccc(C(CC(=O)N2CCCCC2)c2c(OC)cc(OC)c3c(-c4ccccc4)cc(=O)oc23)cc1 (stereo not given)	90	?	96	-102
O=C(Nc1ccc(F)cc1F)c1c(C(F)(F)F)ccnc1Oc1ccc(Cl)cc1	104	?	102	-15
O=c1cc(-c2ccccc2Cl)oc2c(NS(=O)(=O)c3cccs3)ccc(O)c12	87	?	86	-47
COc1cc(OC)cc(-c2cc(N)n(S(=O)(=O)c3cccc4nsnc34)n2)c1	99	?	101	-11
S=c1[nH]c2cc3ccccc3cc2[nH]1	103&98	?	99&100	-29&-57
COc1ccc(CC(NC(C)=O)C(=O)NC2CCN(C(=O)c3cc(OC)c(OC)c(OC)c3)CC2)cc1 (stereo not given)	113	?	106	-41
COc1ccccc1NS(=O)(=O)c1ccc2oc(=S)[nH]c2c1	108	?	96	-91
CSc1n[nH]c(=S)n1N	104	?	105	-137
NC(=O)c1ccsc1NC(=O)C1CC1	90	?	98	-37
CC(Cc1ccccc1)NC(=O)c1cc([N+](=O)[O-])ccc1Cl (stereo not given)	100	?	100	7
CC(=O)NC(C(=O)OCC(=O)N(c1ccccc1)c1ccccc1)C(C)C (stereo not given)	97	?	101	-24
Nc1ncnc2c1ncn2C1OC(CO)C(O)C1N (stereo not given)	98	?	103	-19
O=C(/C=C/c1cccnc1)/C=C/c1cccnc1	102	?	97	-7
N#C/C(=C\N1CCOCC1)C(N)=O	98	?	100	-10
NS(=O)(=O)c1ccc(NC(=O)CN2CCN(S(=O)(=O)/C=C/c3ccccc3)CC2)cc1	106	?	102	-69
Nc1nnc(CC(=O)N/N=C/c2ccccc2OCc2ccccc2F)s1	102	?	104	1
CN1CCCC(OC(=O)c2ccc(Cl)cc2)C1 (stereo not given)	97	?	101	-18
(list continues)
SMILES	RGS4-Gao reg	RGS7-Gao	RGS8-Gao reg	Mcl1-Bid inh
O=C(c1cccc([N+](=O)[O-])c1)N1CCCC(C(=O)N2CCCCCC2)C1 (stereo not given)	100	?	100	-3
Cc1ccc(S(=O)(=O)N(Cc2n[nH]c(=S)n2-c2ccccc2)c2ccccc2)cc1	102	?	100	-100
COc1cc(NC(=O)c2ccc(Cl)cc2Cl)ccc1NC(=O)c1cccs1	100	?	100	-54
Nc1ccc(NC(=O)Nc2ccc(N)cc2)cc1	145	?	124	-32
CCOC(=O)c1c(N)c2cc([N+](=O)[O-])ccc2n1C	97	?	95	-38
NNC(=O)CSc1nnnn1-c1ccccc1	111	?	97	-18
Cc1cc(C)c(N2C(=O)C3C4CC(=O)C(c5ccccc54)C3C2=O)c(C)c1 (stereo not given)	104	?	99	-38
CCOc1ccc(C2c3[nH]c4ccccc4c3CCN2Cc2cccn2-c2ncccn2)cc1 (stereo not given)	95	?	97	-49
COc1cc(C(=O)NNC(=S)NC(=O)c2ccc(F)cc2)cc(OC)c1OC	101	?	101	-173
CCOC(=O)CNC(=O)CNC(=O)c1ccc(OC(C)C)cc1	105	?	104	-12
Cc1nc(-c2ccc(S(=O)(=O)Nc3cc(S(=O)(=O)N(C)C)ccc3C)s2)cs1	97	?	99	1
Cc1ccc(NC(=S)NCCc2c[nH]c3ccccc23)c(C)c1	106	?	106	-34
CCOC(=O)C1CCN(C(=O)c2cccnc2Oc2ccccc2)CC1	107	?	104	4
CC(=O)Nc1ccc(S(=O)(=O)N[C@@H](C)C(=O)OCc2cc([N+](=O)[O-])cc3c2OCOC3)cc1	99	?	100	-29
NC1=NC[C@H](Cc2ccccc2)N1CCc1cccc(F)c1	105	?	99	-23
O=C(NCc1cccc(Cl)c1)NC(=O)c1csc([N+](=O)[O-])c1	93	?	94	-25
Cc1ccccc1N/C(=N/S(=O)(=O)c1ccccc1)c1ccc(F)cc1	102	?	99	-11
c1ccc(C2=Nn3c(Cn4nnc5ccccc54)nnc3SC2)cc1	102	?	99	-7
Cc1ccc(Cn2c(SCC(=O)N/N=C/c3ccccc3OCC(=O)O)nc3ccccc32)cc1	99	?	104	12
Cc1c(Cl)cccc1NC(=O)c1ncn[nH]1	102	?	101	-24
COc1ccc(/C=N/n2cnc3c([nH]c4ccccc43)c2=O)cc1CO	100	?	102	14
O=C1CSC(=S)N1/N=C/c1cccnc1	100	?	97	-164
C#CCO[C@@H]1C[C@H](n2ccc(NC(=O)c3ccccc3)nc2=O)O[C@@H]1CO	104	?	101	2
COc1ccc(-c2[nH]c3ccccc3c2SCCN)cc1	101	?	101	-28
O=C(NCc1c(Cl)cccc1Cl)c1ccc2nnsc2c1	103	?	104	-7
COc1cccc(Oc2c(C)oc3c(CN4CCCCC4)c(O)ccc3c2=O)c1	101	?	102	0
O=C(O)CC/C(=N/Nc1ccc([N+](=O)[O-])cc1)C(=O)O	101	.	100	-27
Fc1ccc(CNC(=S)NCc2ccc(F)cc2)cc1	103	?	100	-22
Cc1ccc(NC(=S)NCCCN2CCOCC2)cc1C	101	?	101	-58
Cc1ccc(S(=O)(=O)NCc2csc(-c3cccs3)n2)cc1	96	?	100	-2

The final 5 entries of the part before open the next one:
SMILES	RGS4-Gao reg	RGS7-Gao	RGS8-Gao reg	Mcl1-Bid inh
COc1cccc(Oc2c(C)oc3c(CN4CCCCC4)c(O)ccc3c2=O)c1	101	?	102	0
O=C(O)CC/C(=N/Nc1ccc([N+](=O)[O-])cc1)C(=O)O	101	.	100	-27
Fc1ccc(CNC(=S)NCc2ccc(F)cc2)cc1	103	?	100	-22
Cc1ccc(NC(=S)NCCCN2CCOCC2)cc1C	101	?	101	-58
Cc1ccc(S(=O)(=O)NCc2csc(-c3cccs3)n2)cc1	96	?	100	-2
COc1ccc(-c2cc3ccccc3n2CC(O)CN2CCCCC2)cc1 (stereo not given)	112	?	110	16
COc1ccc(/C=N/NC(=O)CN2CCCCCCC2)c(C)c1C	98	?	98	11
S=c1[nH]nc(-c2ccncc2)n1/N=C/c1cccc(Cl)c1	100	?	101	-105
CC1(C)Cc2nc(-c3ccccc3)nc(SCC(=O)N3CCCC3)c2CO1	108	?	107	-4
CSc1cccc(NC(=S)NN(C)C)c1	102	?	99	-19
CC(=O)NC(N(C#N)c1nc(Cl)nc(N(C)C)n1)C(Cl)(Cl)Cl (stereo not given)	97	?	98	4
N#Cc1ccc(-c2csc(-c3ccno3)n2)cc1	93	?	96	9
Cc1ccc(Sc2cc(C)nc(-c3ccccn3)n2)cc1	98	?	101	-2
O=C(O)/C=C/C(=O)Nc1nccs1	92	?	100	9
c1ccc2cc(OCCOCCOc3ccc4ccccc4c3)ccc2c1	95	?	100	3
Cc1cc(=O)c2c(C)ccc(C)c2[nH]1	91	?	94	-1
COc1ccc(/C=C(\NC(=O)c2ccccc2)C(=O)N/N=C/c2cccnc2)cc1	93	?	99	-15
CCN1CCN(C(c2cccs2)C(C)NC(=S)Nc2cccc(C)c2C)CC1 (stereo not given)	100	?	99	-42
O=C(N/N=C/c1cccnc1)C(=O)N1CCCCCC1	104	?	101	-42
COc1ccc(C2c3ccc(O)cc3Oc3ncn4nc(-c5ccncc5)nc4c32)cc1OC (stereo not given)	117	?	118	-18
CCN(CC)C(=O)Oc1ccc(Br)cc1C(=O)Nc1ccc(F)c(Cl)c1	103	?	102	-1
CCc1nnc(NS(=O)(=O)c2ccc(NC(=S)NC(=O)/C=C/c3ccc([N+](=O)[O-])cc3)cc2)s1	96	?	97	-16
Cc1c(C#N)c(=O)c(-[n+]2ccccc2)c([S-])n1-c1ccc(Cl)cc1	106	?	98	-50
CCCc1cc(C(=O)Nc2cnn(Cc3ccc(F)cc3)c2)no1	100	?	101	-15
CCOC(=O)C(c1ccccc1)C(Nc1ccc(Cl)c(Cl)c1)c1ccccn1 (stereo not given)	91	?	95	5
CCn1c(=O)c([N+](=O)[O-])c(NCCCn2ccnc2)c2ccccc21	100	?	101	-23
Cc1ccc(NC(=O)N2CCCC(c3nc(-c4ccc(F)cc4)no3)C2)cc1 (stereo not given)	98	?	100	-22
O=C(NC(=S)N1CCCCC1)c1csc([N+](=O)[O-])c1	96	?	97	-18

From PubChem BioAssay

Some of the compounds tested, so the mix of outcomes need not match the whole.
